GLP1R ag – GLP-1 receptor (human) agonism; P43220; HEK293 GLP-1R CRE-luciferase, luminescence, 4-6 h; cells express a hypersensitive GLP-1R form; Potency, µM (highest dose often 45.6 µM), for inactives: at the top dose activation, actives largely listed as activators; 380,000 compounds, 0.007% hits; AID 624172; note: potency is the fitted concentration of half-maximal effect; % of control where 0% means no effect
Target sequence (P43220 whole entry, looked up): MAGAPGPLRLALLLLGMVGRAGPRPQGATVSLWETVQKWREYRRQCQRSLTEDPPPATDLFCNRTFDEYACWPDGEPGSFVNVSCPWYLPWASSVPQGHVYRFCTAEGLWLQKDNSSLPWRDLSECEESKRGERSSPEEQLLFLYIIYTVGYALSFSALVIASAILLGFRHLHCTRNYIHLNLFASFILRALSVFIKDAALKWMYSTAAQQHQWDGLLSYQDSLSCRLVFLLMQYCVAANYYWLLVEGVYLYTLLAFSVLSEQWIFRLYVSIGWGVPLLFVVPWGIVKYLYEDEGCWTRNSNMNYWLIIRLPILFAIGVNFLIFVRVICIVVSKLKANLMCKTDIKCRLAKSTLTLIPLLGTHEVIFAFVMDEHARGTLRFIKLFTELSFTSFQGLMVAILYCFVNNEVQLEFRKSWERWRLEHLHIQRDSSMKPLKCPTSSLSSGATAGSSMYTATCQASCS
KB-V1 cytotox – KB-V1 MDR subline cytotoxicity; KB-V1 MDR cells viability, CellTiter-Glo, 72 h; Potency, µM (highest dose often 46.1 µM), for the others: at the top dose activity change, negative = cytotoxicity, actives largely listed as cytotoxic; 400,000 compounds, 3.4% hits; AID 1347076; note: potency is the fitted concentration of half-maximal effect; % is set by controls: 0 for no effect and ±100 for the full control effect; nearly all actives have a fitted effect of over 60% in size
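Cytotoxicity via CellTiter-Glo luminescence after 72 h compound exposure at 37 degrees C. Cells: drug-selected KB-V1 line, DMEM phenol-red free plus 10% FBS. Compounds tested at multiple concentrations; normalized data fitted to concentration-effect curves.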
HT1080NT lethal – kills 2HG-producing HT-1080-NT fibrosarcoma cells; Potency, µM (titrated, usually from 46.1 µM), for the others: top-dose activity, negative = less viability, most hits filed as cytotoxic; 360,000 compounds, 1.6% hits; HT-1080-NT fibrosarcoma viability, CellTiter-Glo ATP luminescence, 48 h;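 note: NT is the 2HG producing partner of a matched IDH1 knockdown line; potency is the fitted concentration of half-maximal effect; 0% = DMSO-treated cells and -100% = media-only wells without cells; nearly all actives have a fitted effect of over 55% in size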
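A 48-hour cytotoxicity screen used HT-1080-NT cells plated 2 hours before compound delivery. ATP-based CellTiter-Glo luminescence measured viability, normalized to DMSO and no-cell controls.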
SW480 rerep – induces DNA re-replication in SW480 colon adenocarcinoma cells. SW480 DNA re-replication, Hoechst DNA content imaging, 48 h. AID 624297. 340,000 compounds, 1.8% hits. Potency, µM (doses to about 46.1 µM), for the others: at the top dose re-replication activation, usual class: activators; note: potency is the fitted concentration of half-maximal effect; % of control where 0% means no effect; nearly all actives have a fitted effect of over 55% in size
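DNA re-replication was detected as more nuclei of elevated Hoechst intensity after 48 hr exposure to compound (23 nL pinned per well of 250 cells).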
KB-3-1 tox – kills parental KB-3-1 adenocarcinoma cells. KB-3-1 viability, CellTiter-Glo ATP luminescence, 72 h. Potency, µM (highest dose often 46.1 µM), inactives show at the highest dose activity change, negative = cytotoxic, most hits filed as cytotoxic. 400,000 compounds, 1.4% hits. AID 1347075; note: potency is the fitted concentration of half-maximal effect; % is set by controls: 0 for no effect and ±100 for the full control effect; nearly all actives have a fitted effect of over 60% in size
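72 h, 37 °C compound treatment of KB-3-1 parental cells; CellTiter-Glo added, 10 min, luminescence read. Data corrected against DMSO-only plates and normalized before curve fitting.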
IL-1B inflam inh – blocks inflammasome-driven IL-1 beta release | activity change, % at 57.5 µM | AID 743279 | THP-1 LPS/ATP IL-1B secretion, AlphaLISA, 16 h; hits give low values | 360,000 compounds, 4.7% hits; in the data active = activity change below about -50%; inconclusive = mostly about -30% to -49%; note: % is set by controls: 0 for no effect and ±100 for the full control effect
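Secreted IL-1B measured by AlphaLISA bead assay after 16 h compound exposure of THP-1 cells; compounds (final up to 57.5 uM) added 1 h before LPS (250 ng/mL) and ATP (1.25 mM) stimulation; lower signal means less secretion.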
DRD3 agonist – activates the human D3 dopamine receptor | AID 652048 | D3R DiscoveRx beta-arrestin cells, luminescence, 90 min | 410,000 compounds, 0.58% hits | P35462 | max activation, %; in the data active = max activation above about 30%; note: 0% is about no effect; mostly tested at two doses, the higher about 12 µM
Target sequence (P35462 whole entry, looked up): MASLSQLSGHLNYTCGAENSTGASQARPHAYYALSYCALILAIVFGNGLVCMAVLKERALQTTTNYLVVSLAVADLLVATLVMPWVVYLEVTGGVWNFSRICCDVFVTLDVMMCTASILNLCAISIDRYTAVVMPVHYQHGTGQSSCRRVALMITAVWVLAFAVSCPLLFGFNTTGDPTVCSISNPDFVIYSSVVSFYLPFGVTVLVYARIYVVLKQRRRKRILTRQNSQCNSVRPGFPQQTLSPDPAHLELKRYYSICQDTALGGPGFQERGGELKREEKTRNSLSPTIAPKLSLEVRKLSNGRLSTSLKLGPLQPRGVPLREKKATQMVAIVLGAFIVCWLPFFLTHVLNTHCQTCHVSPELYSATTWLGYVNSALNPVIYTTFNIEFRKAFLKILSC
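Agonist mode: compounds and dopamine controls were applied to plated cells for 90 min at 37 degrees C after an overnight attachment at 1500 cells/well. Luminescent read-out followed 30 - 60 minutes at room temperature with DiscoveRx detection reagent.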
DRD3 antagonist – antagonists of human D3 dopamine receptor. AID 652054. D3R cells, DiscoveRx beta-arrestin luminescence, antagonist mode; hits give low values. P35462. 360,000 compounds, 2.5% hits. max response, negative = inhibition, %; in the data active = max response below about -50%; inconclusive = no clear call, values can overlap the other calls; note: % is set by controls: 0 for no effect and ±100 for the full control effect; mostly tested at two doses, the higher about 12 µM
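Cells expressing the human receptor were seeded at 1500 cells/well, incubated overnight at 37 degrees C in 5% CO2, then exposed to library compounds with dopamine controls for 90 minutes at 37 degrees C before luminescent detection.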
HT1080 IDH1KD tx – kills HT-1080 cells with IDH1 knockdown | HT-1080 IDH1 knockdown viability, ATP luminescence, 48 h | Potency, µM (doses to about 46.1 µM), without a hit: at the top dose activity, negative = toxicity, actives largely listed as cytotoxic | 360,000 compounds, 2% hits | AID 686971;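 note: potency is the fitted concentration of half-maximal effect; 0% = DMSO wells and -100% = cell-free medium wells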
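Assay cells: HT-1080 with IDH1 knockdown, 750 per well, RPMI/5% FBS. Exposure: 48 h at 37 °C following 2 h pre-incubation. Read: CellTiter-Glo luminescence; fitted concentration-response, curve class assigned.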
Starred values were filed as active, the others as inactive; ? = inconclusive; · = no result given; & = joins results of further samples; [ ] = another dose, or the depositor's remark. Unless noted, calls come from the whole dose curve; as a rule, active = well fitted curve in the direction sought with a large enough effect; inconclusive = small, poorly fitted or top-dose-only effect, or another doubt; inactive = no such curve, though single readings can be large; an effect the other way counts as inactive or inconclusive.

Screens in order – GLP1R ag	HT1080NT lethal	SW480 rerep	IL-1B inflam inh	DRD3 antagonist	DRD3 agonist	HT1080 IDH1KD tx	KB-3-1 tox	KB-V1 cytotox
1: COc1ccc(CN(CCC(C)C)S(=O)(=O)c2ccccc2Br)c(OC)c1
    7.0%	-6.6%	1.7%	-11.3	-4.2	24.5	-16.5%	-21.0%	-20.1%
2: COC(=O)Nc1c(C)nn(Cc2ccccc2C)c1C
    -9.0%	0.7%	-7.6%	-2.1	8.9	-1.8	-8.9%	6.8%	2.4%
3: COc1ccc([C@@H]2CC(=O)[C@@H]3CN(S(=O)(=O)c4ccc(C)cc4)[C@H](c4ccccc4)C[C@@H]3N2S(=O)(=O)c2ccccc2)cc1
    -3.8%	12.9%	·	11.6	?	-2.4	11.3%	0.0%	-5.8%
4: O=C(NCc1ccccc1Cl)C1CCCN(C(=O)Nc2ccc(F)cc2)C1 (stereo not given)
    6.3%	-7.7%	-5.9%	-9.9	1.9	0.6	-17.4%	-22.8%	-18.3%
5: COc1cc(S(=O)(=O)N2CCN(C)CC2)ccc1Cl
    -9.0%	1.4%	-1.0%	-21.0	-86.8*	0.4	-16.2%	-5.4%	1.7%
6: Cn1c(=O)c(S(=O)(=O)C(C)(C)C)c(O)c2ccccc21
    -2.1%	0.9%	-76.2%[inhibitor]	15.1	3.6	0.6	12.5%	5.5%	5.6%
7: COc1ccc(N2C(=O)CC(SCc3ccc(Cl)cc3)C2=O)cc1 (stereo not given)
    10.0%	1.2%	-26.6%	15.9	55.4	0.8	7.4%	4.7%	-1.6%
8: NC(=O)c1nnn(-c2cccc(C(F)(F)F)c2)c1-c1ccccc1
    5.4%	-6.5%	-9.2%	22.1	19.5	1.6	-1.2%	18.7%	-1.8%
9: Cc1c(C)c2c(OCC(=O)N[C@@H](Cc3ccccc3)C(=O)O)cc3c(c2oc1=O)CCC(C)(C)O3
    -2.2%	-9.2%	2.0%	-11.4	-24.2	1.3	-5.8%	0.0%	-5.7%
10: Cc1ccccc1CN(c1ccc(C(=O)N2CCCC2)cc1)S(C)(=O)=O
    3.9%	9.5%	-4.1%	-11.4	9.1	0.4	2.2%	8.8%	-19.8%
11: O=C(c1n[nH]c(=O)c2ccccc12)N1CCN(Cc2ccc3c(c2)OCO3)CC1
    6.4%	-4.1%	?	21.5	-3.9	-2.9	-3.8%	-10.3%	-2.5%
12: CC1(C)CC(=O)c2c(oc3cc(O)c(O)cc23)C1
    -5.4%	-8.2%	?	-15.3	-8.7	9.1	6.8%	-3.5%	-9.6%
13: O=S(=O)(Nc1ccccc1Cl)c1cc(NC(=S)NCCN2CCOCC2)ccc1Cl
    -1.0%	-18.9%	4.3%	12.3	0.8	3.3	-18.3%	-16.8%	-23.9%
14: CC(CC(=O)N1CCN(c2ccccc2)CC1)S(=O)(=O)c1ccc2c(c1)NC(=O)CS2 (stereo not given)
    -0.2%	-15.2%	-34.0%[inhibitor]	-10.7	6.8	25.1	-11.3%	-24.6%	-9.7%
15: O=C(/C=C/Nc1ccccc1)C(F)(F)F
    -1.0%	1.4%	-5.1%	-8.6	0.4	-13.5	0.2%	-0.4%	-7.6%
16: CCC(C)c1ccc(OCC(=O)Nc2ccc3[nH]c(=O)[nH]c3c2)cc1 (stereo not given)
    -5.2%	4.1%	-3.6%	22.4	-13.2	-7.5	-1.2%	-6.6%	2.0%
17: O=C(CCNC(=O)c1ccc([N+](=O)[O-])cc1)NNC(=O)c1ccncc1
    1.8%	7.8%	-3.9%	-9.2	-0.3	-12.7	9.2%	16.3%	5.1%
18: Cc1ccc(-c2nc3cccnc3s2)cc1NS(=O)(=O)c1ccc2c(c1)CCCC2
    -4.4%	-2.4%	-8.0%	-14.9	0.0	-5.6	-1.6%	0.0%	-14.6%
19: O=C(CCNC(=O)c1ccccc1Cl)Nc1ccc(S(=O)(=O)N2CCOCC2)cc1
    -1.2%	12.1%	·	-7.8	13.8	1.6	7.7%	-1.7%	13.9%
20: Cc1cccc(OCc2nc(-c3ccccn3)n[nH]2)c1
    15.7%	-11.4%	?	13.5	5.4	0.8	-2.6%	3.4%	?
21: O=C(N/N=C\c1ccc(COc2ccc([N+](=O)[O-])cc2)o1)c1cccc(Cl)c1
    -14.0%	-18.1%	15.4%	-25.3	1.6	-2.3	-26.2%	0.7%	5.7%
22: C/C(N)=C(/C#N)C(=O)COC(=O)C(c1ccccc1)c1ccccc1
    9.9%	-24.6%	-15.0%	24.7	5.7	3.0	-3.2%	12.1%	-20.3%
23: O=C(O)c1ccc(Nc2ncnc3scc(-c4ccccc4)c23)cc1
    -10.9%	-2.6%	167.3%	13.2	-1.6	4.7&4.9	-1.8%	-15.5%&4.2%	-45.3%&7.4%
24: NCc1nc(-c2ccc(Cl)cc2)no1
    -2.3%	6.3%	-22.7%	-10.8	10.8	1.2	9.3%	-1.6%	?
25: CCc1ccc(C(=O)NN=C2CCCCCC2)s1
    10.1%	6.9%	-4.0%	6.4	0.3	-8.3	9.0%	-1.5%	-15.6%
26: O=C(COc1ccc(S(=O)(=O)Nc2ccccc2)cc1)NCc1cccnc1
    -3.9%	5.0%	0.2%	23.8	11.6	-11.6	8.2%	-1.9%	-5.1%
27: O=C(CNCC1CCCO1)NCc1ccco1 (stereo not given)
    0.0%	26.3%	8.3%	-4.8	-4.9	2.8	23.6%	6.9%	6.4%
28: COC(=O)[C@]12CCCCC=C1N(Cc1ccccc1)C(=O)[C@H](CC(=O)N1CCOCC1)C2
    12.8%	15.8%	·	29.0	1.4	-0.1	3.9%	10.4%	?
29: O=C(Oc1cccc(N2C(=O)CCC2=O)c1)c1ccccc1
    -22.6%	-2.5%	-23.8%	-7.4	-8.7	0.6	-1.6%	1.1%	2.0%
30: Cc1cccc(C)c1NC(=O)c1csc([C@@H]2O[C@H](CO)[C@H](O)[C@H](O)[C@H]2O)n1
    8.0%	21.7%	·	43.3	-10.0	5.1	1.1%	0.0%	3.0%
31: CCOC(=O)c1ccc(NC(=O)CSc2nnnn2C2CCCCC2)cc1
    -5.2%	15.4%	-1.0%	15.7	17.0	-10.6	16.5%	1.6%	3.4%
32: O=C(Cn1c(=O)nc(-c2ccccc2)c2ccccc21)NCCCc1ccccc1
    -1.4%	·	·	·	·	-2.7	·	10.0%	3.4%
33: FCCCOc1ccc(-c2ccnc(-c3ccccc3)n2)cc1
    2.3%	0.9%	-6.5%	6.7	68.7	2.9	3.1%	22.3%	?
34: CCCCN1C(=O)C(=O)N(CC(=O)Nc2ccccc2C(C)=O)C1=O
    -0.6%	-0.1%	6.7%	0.0	11.1	1.9	0.4%	5.9%	0.0%
35: COc1ccc(NC(=O)c2ccc(-c3ccc(F)cc3)o2)cc1OC
    -3.2%	-0.1%	·	-28.4	20.8	2.3	-0.9%	13.5%	?
36: Cn1c(N)c(S(=O)(=O)N2CCN(C(=O)c3ccco3)CC2)c(=O)n(C)c1=O
    5.2%	10.6%	-4.8%	-0.2	-6.2	-0.3	0.6%	-7.7%	19.5%
37: Cc1ccc2c(c1)CCCN2C(=O)c1c(C)noc1C
    23.9%	-2.6%	-8.9%	7.7	-5.0	7.9	5.0%	-3.2%	9.9%
38: CC(=O)OCC(=O)[C@@]1(OC(C)=O)[C@@H](C)C[C@H]2[C@@H]3C[C@H](F)C4=CC(=O)C=C[C@]4(C)[C@@]3(F)[C@@H](O)C[C@@]21C
    8.1%&-1.2%	-3.6%	?	-19.5	-18.3	-14.5&5.6	-1.1%	0.0%	-14.2%
39: O=C(Nc1ccc(S(=O)(=O)Nc2cnc3ccccc3n2)cc1)c1ccc([N+](=O)[O-])cc1Cl
    -4.5%	-6.9%	-18.4%	40.0	-9.5	3.4	-1.4%	7.5%	?
40: CC(=O)C[C@H](O)CC(=O)[C@H]1OC(=O)CCCCCCCCc2ccccc21
    4.6%	0.0%	-2.3%	11.7	0.0	0.8	-0.3%	-2.3%	21.0%
41: CCCOC1CCCN(C(=O)CCc2nnc(CCCCc3ccccc3)o2)C1 (stereo not given)
    10.2%	3.4%	-1.3%	1.3	12.7	-3.6	-3.3%	-6.1%	-1.6%
42: COc1ccc(Cn2nc(C)cc2C)cc1OC
    -5.7%	2.7%	-5.3%	-2.0	33.8	3.8	0.9%	-2.0%	-2.3%
43: CN(C(=O)COC(=O)c1ccc(Cl)c(N)c1)c1ccccc1
    15.5%	19.2%	-6.0%	-12.4	-8.1	-7.3	18.9%	2.5%	26.8%
44: COc1cccc(C(=O)Nc2nnc(-c3ccc(F)cc3)o2)c1
    -2.7%	-21.9%	0.4%	43.3	-12.8	-9.6	-21.7%	?	?
45: CCCC(=O)NC1=C(C#N)C2(CCCC2)Cc2ccccc21
    4.3%	14.8%	-2.5%	-8.3	-20.1	-24.6	3.1%	-12.1%	-28.2%
46: Cc1ccc([C@@H]2[C@@H]3C(=O)N(c4ccccc4)C(=O)[C@@H]3[C@]3(C)C(=O)N(Cc4ccccc4)CC(=O)N23)o1
    5.9%	1.8%	7.3%	17.6	-21.5	-3.3	10.5%	18.3%	8.6%
